Screening data as filed in PubChem BioAssay.
Abeta rescue: A-beta toxicity reversal in yeast. Potency, µM (highest dose often 46.1 µM), inactives show top-dose growth rescue, most hits filed as activators. AID 1347071. 410,000 tested, 0.063% active. yeast expressing A-beta42, growth rescue, OD600, 48 h; response scale: 0% DMSO, 100% iron-clioquinol control; further: nearly all actives have a fitted effect of over 55% in size
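Yeast A-beta toxicity model in growth medium with pinned compounds, 48 h at 30 C; growth read as absorbance at 600 nm. Normalized to FeCl3/clioquinol equimolar mix (positive) and DMSO (negative).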
FUS yeast rescue: FUS proteinopathy suppression in yeast. AID 1347120. S. cerevisiae FUS-expressing, growth rescue, OD600, 24 h. Potency, µM (titrated, usually from 76.6 µM), for inactives: at the highest dose growth rescue (activation), actives largely listed as activators. 390,000 tested, 0.24% active;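 further: plate controls were DMSO vehicle for no effect and reference control for full effect; nearly all actives have a fitted effect of over 55% in size; some results filed as inactive show a strong effect at the top dose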
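Absorbance at 600 nm, taken 24hr after compound addition, measured rescue of FUS-yeast growth at 30C. Induction used 2% galactose with seeding at OD 0.005. Controls: CP55940 from 92uM final, DMSO only.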
The depositor's hits bear a star; u = inconclusive; [ ] = dose if it differs, or a comment. The call rests on the fitted dose curve; in most records, active means well fitted activation curve with a large enough effect; inconclusive means small, poorly fitted or top-dose-only effect; inactive means no such curve, though single readings can be large or run the other way. Potency means the concentration at half of the fitted maximal effect. Some of the compounds tested; count on the stated rates, not on these rows.

The first 6 compounds, to show the layout:
Results follow in this order: Abeta rescue | FUS yeast rescue
O=[N+]([O-])c1cc(-c2nc(-c3ccccc3)no2)ccc1N1CCCC1
  -13% | 5%
Cc1ccc2occ(-c3cc(-c4ccc(F)cc4)nc4c3COc3ccc(F)cc3-4)c(=O)c2c1
  -3% | 6%
Cc1ccc(CNC(=O)c2ccc3c(c2)CCN3S(=O)(=O)c2ccc(Br)cc2)cc1
  -5% | 43%
COC(=O)c1ccc2c(c1)N(Cc1ccc(Cl)cc1)C(=O)c1ccccc1S2
  -8% | 14%
Cc1ccc(-n2ncc3c(NCCCn4ccnc4)ncnc32)cc1C
  -11% | -13%
CCOc1cc(C(=O)Nc2ccc3nc(Nc4cccc(Cl)c4)cc(C)c3c2)cc(OCC)c1OCC
  10% | u

The listing, repeating the preview:
Results follow in this order: Abeta rescue | FUS yeast rescue
O=[N+]([O-])c1cc(-c2nc(-c3ccccc3)no2)ccc1N1CCCC1
  -13% | 5%
Cc1ccc2occ(-c3cc(-c4ccc(F)cc4)nc4c3COc3ccc(F)cc3-4)c(=O)c2c1
  -3% | 6%
Cc1ccc(CNC(=O)c2ccc3c(c2)CCN3S(=O)(=O)c2ccc(Br)cc2)cc1
  -5% | 43%
COC(=O)c1ccc2c(c1)N(Cc1ccc(Cl)cc1)C(=O)c1ccccc1S2
  -8% | 14%
Cc1ccc(-n2ncc3c(NCCCn4ccnc4)ncnc32)cc1C
  -11% | -13%
CCOc1cc(C(=O)Nc2ccc3nc(Nc4cccc(Cl)c4)cc(C)c3c2)cc(OCC)c1OCC
  10% | u
Cc1ccc(-n2nc(C(=O)N3CCN(c4cc(Cl)ccc4C)CC3)c(=O)n(C)c2=O)cc1
  -4% | 33%
Cc1ccc(NC(=O)/C=C/c2ccccc2)c(Br)c1
  -14% | -21%
COc1ccc(NC(=O)c2oc3ccc(S(=O)(=O)N4CCCCC4)cc3c2C)cc1
  1% | 3%
Cn1c(SCc2ccccc2Cl)nc(=O)c2c1NC(=O)CC2c1cc(F)ccc1F (centres undefined)
  8% | -14%
Cc1nnc(SCc2nc(-c3ccc(Cl)cc3)no2)n1-c1ccc(F)cc1
  2% | u
CCOC(=O)c1ccc(N2CC3=C(C2=O)C(c2ccc(OC)cc2)NC(=O)N3C)cc1 (centres undefined)
  -17% | -14%
CC(C)CC(=O)NCc1nc2cccnc2n1Cc1ccccc1
  -12% | -19%
COc1ccc(-c2noc(CC(=O)Nc3ccc(F)cc3F)n2)cc1
  8% | -11%
CCCn1c(=O)c2sccc2n2c(CCCC(=O)Nc3ccc(Oc4ccc(Cl)cc4)cc3)nnc12
  -6% | 7%
CCOc1ccc(OCC)c(NS(=O)(=O)c2cc(-c3cc(C)no3)ccc2C)c1
  -12% | 8%
CCc1ccccc1N1CC(c2nc3ccccc3n2CC(C)C)CC1=O (centres undefined)
  -14% | 21%
CCOC(=O)c1cccc(NS(=O)(=O)c2cc(-c3cnc(C)o3)ccc2OC)c1
  -10% | 15%
CNc1ncnc2c1cnn2-c1ccc(C)c(C)c1
  -13% | -14%
CCCCOc1ccc(C(=O)N2CCN(CCc3ccccn3)CC2)cc1
  -18% | 17%
COc1cccc(C2C(C(=O)Nc3ccccc3)=C(C)Nc3nnnn32)c1OC (centres undefined)
  1% | 16%
Cc1ccc(-c2nc(CS(=O)(=O)CC(=O)N3CCN(c4ccccc4)CC3)c(C)o2)cc1
  -2% | u
O=C(CC(c1cccs1)N1Cc2ccccc2C1=O)Nc1ccc(F)c(F)c1 (centres undefined)
  4% | -15%
CCn1cc(C(=O)NCCCOC(C)C)c(=O)c2cc(S(=O)(=O)N3CCc4ccccc4C3)ccc21
  -10% | 13%
COc1ccccc1Cn1cc(C(=O)c2ccc(F)cc2)c(=O)c2cc3c(cc21)OCO3
  -1% | -14%
Cc1cccc(Cn2c(-c3ccccc3)nc3ccccc32)c1
  -13% | 2%
Cc1ccc(-n2c(=O)c3c(C)c(C(=O)N(C)C)sc3n(CC(=O)N(C)c3ccccc3)c2=O)cc1C
  3% | 36%
CCn1c2c(c(=O)n3ncc(C(=O)Nc4cc(Cl)ccc4C)c13)CN(Cc1ccc(OC)cc1)CC2
  12% | 12%
Cc1ccc(-c2noc(CN(C(=O)c3ccc(C(C)(C)C)cc3)C(C)C)n2)cc1
  0% | 12%
CCCCC(Sc1nc2cc3c(cc2c(=O)n1CCCC(=O)NCc1ccc(OC)cc1)OCO3)C(=O)OCC (centres undefined)
  -12% | 16%
CCOC(=O)c1ccccc1NC(=O)N(C)CCc1c(C)nn(CC)c1C
  -7% | 17%
O=C(COc1ccccc1)Nc1c(C(=O)N2CCN(c3ccc(F)cc3)CC2)oc2ccccc12
  -4% | -2%
O=C(Nc1cccc(C(F)(F)F)c1)c1cc2nc(-c3ccco3)cc(C(F)(F)Cl)n2n1
  -1% | -10%
COc1ccc2c(c1)c1c(c(=O)n(-c3ccc(C)cc3)c(=O)n1CC(=O)Nc1cc(C)ccc1C)n2C
  -6% | 7%
CCOC(=O)c1c(S(=O)(=O)N2CCC(C(=O)NCc3cccc(OC)c3)CC2)c(C)n(C)c1C
  6% | 16%
COC(=O)c1ccc(NC(=O)c2c(NCc3cccc(F)c3)sc3c2CCCC3)cc1
  -12% | 36%
COc1ccc(NC(=O)COCc2cc(-c3ccc4c(c3)OCO4)on2)cc1
  -5% | 3%
CCc1ccc(NC(=O)C(=O)NCC(c2cccnc2)N2CCN(c3ccc(F)cc3)CC2)cc1 (centres undefined)
  6% | -19%
CCc1ccccc1NC(=O)c1nn(-c2ccc(C)cc2)c(=O)c2c1c1ccccc1n2C
  -9% | -16%
COc1ccc(CCC(=O)NCc2ccc3c(c2)CCN3C(=O)c2cccc(C)c2)cc1
  4% | u
Cc1ccc(C(=O)CC2(O)C(=O)N(Cc3ccccc3)c3ccc(Br)cc32)cc1 (centres undefined)
  -5% | -3%
Cc1ccc(C)c(Cn2c3ccccc3c3cnn(CC(=O)NCc4ccccc4)c(=O)c32)c1
  -7% | -26%
O=C(Cn1c(=O)n(CC2CCC(C(=O)NCCc3ccccc3)CC2)c(=O)c2ccccc21)Nc1ccccc1 (centres undefined)
  -10% | 25%
O=C(NCCc1ccccc1)c1ccc(CSc2nc3cccnc3n2Cc2ccccc2)cc1
  10% | -7%
COCCCNC(=O)c1sc2ncccc2c1-n1cccc1
  -15% | -4%
CC(C)c1ccc(NC(=O)CSc2nc3ccccc3nc2Cc2ccccc2)cc1
  -9% | 1%
COc1cccc(OCC(=O)NCCS(=O)(=O)N2CCN(c3ccccc3F)CC2)c1
  -3% | 36%
Cc1cccc(C)c1-n1ncc(C(=O)N2CCN(c3ccccc3)CC2)c1C1CCN(C(=O)OC(C)(C)C)CC1
  15% | 23%
COc1ccc(N2CCN(S(=O)(=O)c3ccc(-c4coc(C)n4)cc3)CC2)cc1
  -7% | -2%
O=C(Nc1ccc(Br)cc1)c1ccc(Br)c(S(=O)(=O)N2CCCCC2)c1
  8% | -23%
O=C(NCCc1ccccc1)c1ccc(CSc2nc3ccncc3n2Cc2ccccc2)cc1
  -9% | 20%
Cc1ccccc1NC(=O)c1c2c(nc3ccccc13)C(=O)N(C1CCCCC1)C2
  -14% | 3%
Cc1nn(-c2ccc(N3CCCC3)nn2)c(C)c1CCC(=O)NCc1ccc(F)cc1
  10% | -4%
COc1ccc(-c2nc3nc(C)cc(N4CCN(c5cccc(C(F)(F)F)c5)CC4)n3n2)cc1
  -7% | -8%
O=C(Nc1ccc2nc(SCC(=O)N3CCCc4ccccc43)sc2c1)c1ccc(Cl)cc1
  -14% | 6%
Cc1ccc2nc(SCC(=O)Nc3ccc(C#N)cc3)[nH]c2c1
  6% | 8%
CN(C)c1ccc(NC(=O)CSC2=Nc3ccccc3C3=NC(CCC(=O)NCc4cccs4)C(=O)N23)cc1 (centres undefined)
  6% | 20%
CCc1ccc(-n2nc(CO)c(C(=O)NCc3cccs3)n2)cc1
  7% | -13%
Cc1ccc(Cl)cc1NC(=O)C1CCN(C(=O)c2cnn(-c3ccccc3)c2-n2cccc2)CC1
  2% | u
CCOc1ccc2oc(=O)cc(CN3CCN(c4ccc(Cl)cc4)CC3)c2c1
  -4% | 22%

More entries
Results follow in this order: Abeta rescue | FUS yeast rescue
COc1ccc(N2CCN(S(=O)(=O)c3ccc4c(c3)CC(C)N4C(C)=O)CC2)cc1 (centres undefined)
  -33%[inhibitor] | 7%
COc1ccc(C)cc1NC(=O)CCS(=O)(=O)c1cc2c3c(c1)CCN3C(=O)CC2
  -5% | 1%
CCn1c(=N)c(C(=O)NCc2cccnc2)cc2c(=O)n3cc(C)ccc3nc21
  -2% | -17%
CCOc1cccc2sc(N(Cc3cccnc3)C(=O)C3CCCCC3)nc12
  -20% | u
Cc1ccc2oc(-c3cccc(NC(=O)c4cccc5c(Br)cccc45)c3)nc2c1
  -19% | 7%
COc1ccc(C(=O)Nc2ccc(N3CCN(c4ccccc4)CC3)c(C(=O)O)c2)cc1
  -9% | -21%
CC(C)c1ccc(NC(=O)CS(=O)(=O)c2cccc3nsnc23)cc1
  6% | -4%
Cn1nnnc1SCCNCc1ccccc1Cl
  -4% | -5%
CCOc1ccc(S(=O)(=O)c2c(C(=O)c3ccc(C)c(C)c3)cnc3ccccc23)cc1
  -4% | 36%
Cc1nn(CC(=O)NCCc2ccccc2)c(=O)c2nn(-c3ccccc3)c(C)c12
  -1% | 19%
Cc1c(NC(=O)c2cc([N+](=O)[O-])ccc2N2CCOCC2)cccc1-c1nc2ccccc2o1
  7% | -2%
Cc1nn(C)c2c1c(C(F)(F)F)cc(=O)n2C(C)C(=O)NCCC(C)C (centres undefined)
  -15% | 36%
Cc1cccc(OCCSc2nc3ccc(NC(=O)c4cccs4)cc3s2)c1
  -13% | 15%
CCCN(C(=O)c1nn(-c2ccc(C)cc2)c(=O)c2c1c1ccccc1n2C)c1ccccc1C
  -19% | -4%
O=c1c2cc3c(nc2ncn1Cc1ccccc1F)CCCC3
  -49%[inhibitor] | -18%
Cc1ccc(CSc2nc3cc(C(=O)NC4CCCC4)ccc3c(=O)n2Cc2ccccc2)cc1
  -8% | -23%
COc1cccc(N2CCN(c3nc4ccc(C(=O)c5ccccc5)cc4n4c(C)nnc34)CC2)c1
  -14% | 9%
Cc1cc(C)c(NC(=O)CSc2nccn2-c2cccc(Cl)c2)c(C)c1
  2% | 23%
Cc1ccc(NC(=O)Cn2c(-c3nonc3N)nc3ccccc32)c(Br)c1
  -2% | -4%
COc1cc(NC(=O)Cn2c(=O)n(Cc3ccco3)c(=O)c3sc4ccccc4c32)cc(OC)c1
  -8% | -10%
COc1cc(Nc2nc3c(S(=O)(=O)c4ccc(C)c(C)c4)nnn3c3ccsc23)cc(OC)c1
  -3% | -13%
CCOC(=O)c1sc2ccccc2c1S(=O)(=O)Nc1ccc(C(C)=O)cc1
  -4% | -11%
Cc1ccc(C)c(-n2c3nc(=O)[nH]c(=O)c-3cc3c(C)nn(-c4ccccc4)c32)c1
  -6% | -12%
Cc1cc(C)cc(Nc2cc(C(=O)NC3CCCCC3)c3ccccc3n2)c1
  -18% | 13%
COc1ccc(-c2[nH]c(-c3ccccc3)nc2SCC(=O)Nc2ccc3c(c2)OCO3)cc1
  -10% | 3%
CC(C)(C)c1ccc(OCc2nc3ccccc3n2CCOc2ccccc2)cc1
  -3% | 20%
Clc1ccc(CCNc2ncnc3c2c(-c2ccccc2)cn3-c2ccccc2)cc1
  -1% | 10%
COC(=O)c1ccccc1NC(=O)NCc1ccc2c(c1)CCN2C(=O)c1ccccc1
  11% | 38%
O=C(NCc1ccccc1Br)C1CCCN(C(=O)N2CCOc3ccccc32)C1 (centres undefined)
  -8% | 5%
COc1ccc(N2CC(NC(=O)C3CCCC3)CC2=O)cc1 (centres undefined)
  -7% | 8%
CCc1nc2c(cnn2-c2ccc(C)cc2)c(=O)n1-c1ccc(C)cc1
  -6% | -2%
Cc1ccc(N(C)S(=O)(=O)c2ccc3[nH]c4c(c3c2)CCCC4)cc1
  2% | 44%
O=C(c1ccc(F)cc1)N1CCC(c2nc3ccccc3o2)CC1
  1% | 15%
CCOC(=O)c1c(Nc2cccc(O)c2)nnc(-c2ccccc2)c1-c1ccccc1
  -27% | 34%
CSc1ncc(C(=O)N2CCN(c3cccc(Cl)c3)CC2)c(C)n1
  1% | 13%
Cc1ccc(C)c(N2CCN(C(=O)CS(=O)(=O)c3cccc4nsnc34)CC2)c1
  2% | 39%
COc1cccc(NC(=O)CCN2CCN(CCO)CC2)c1
  -8% | -5%
Cc1ccsc1CN1CCc2nc(Nc3ccccc3)ncc2C1
  -5% | 1%
CC(C)(C)c1ccc(-c2nc3cc(NC(=O)c4cccc(Br)c4)ccc3o2)cc1
  -19% | -10%
COc1ccc(-c2noc(CN(C(C)C)S(=O)(=O)c3ccc(Br)cc3)n2)cc1
  11% | -19%
CCOc1ccccc1CNc1nc2nc(C)cc(C)n2n1
  -1% | -17%
Cc1ccc(CN(Cc2ccco2)C(=O)c2oc3c(C)c(C)ccc3c2C)cc1
  -4% | 41%
Cc1nnc(N2CCC(C(=O)NC(C)C)CC2)c2nn(-c3ccc(Cl)cc3)c(C)c12
  -1% | -26%
Cc1oc2c(c1C(=O)Nc1ccccc1Br)C1=NCCN1C=N2
  -15% | 4%
Cc1cccc(C)c1NC(=O)c1csc2c1CCCC2
  -6% | 6%
